# GoLoco inh red: qHTS Assay for Inhibitors of RGS12 GoLoco Motif Activity (Red Fluorophore) | Guanine nucleotide-binding protein G(i) subunit alpha-1 (Homo sapiens), P63096 | Gai1:RGS12 GoLoco peptide FP, rhodamine, 10 min | Potency, µM (highest dose often 61.6 µM), without a hit: at the top dose activity, negative = inhibition, actives largely listed as inhibitors | hit rate 0.44% among 230,000; active = well fitted inhibition curve with a large enough effect, not every such curve was filed as active; inactive = no such curve, though single readings can be large or run the other way; note: nearly all actives have a fitted effect of over 30% in size; many of its hits are not listed in these tables
# Target sequence (P63096 whole entry, looked up): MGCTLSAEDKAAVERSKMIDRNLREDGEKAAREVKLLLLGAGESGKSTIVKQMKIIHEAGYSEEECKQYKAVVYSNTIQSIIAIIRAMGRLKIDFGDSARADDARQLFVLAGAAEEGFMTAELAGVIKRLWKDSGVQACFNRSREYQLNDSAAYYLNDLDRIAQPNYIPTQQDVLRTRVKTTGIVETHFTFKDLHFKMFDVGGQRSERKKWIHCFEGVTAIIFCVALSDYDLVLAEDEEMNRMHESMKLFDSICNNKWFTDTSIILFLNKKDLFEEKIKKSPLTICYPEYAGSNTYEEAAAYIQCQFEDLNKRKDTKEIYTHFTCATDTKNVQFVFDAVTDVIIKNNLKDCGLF
# TexasRed fluor: Total Fluorescence Counterscreen for Inhibitors of the Interaction of Thyroid Hormone Receptor and Steroid Receptor Coregulator 2. TRb/SRC2 Texas Red total fluorescence interference. hit rate 0.29% among 280,000. Potency, µM (series often up to 106 µM), for the others: at the top dose fluorescence change, negative = quenching. AID 1479, 2009; active = well fitted curve in either direction with a large enough effect; inconclusive = small, poorly fitted or top-dose-only effect
#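 Human TRβ ligand-binding domain (0.6 uM) and Texas Red SRC2 peptide (20 nM) in Tris buffer with 1 uM T3 and 5% DMSO were incubated with pinned compound for 5 hr at ambient temperature. Total fluorescence was computed as S + 2P (555/632 nm).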
# GAA glycogen: qHTS Assay for Inhibitors and Activators of Human alpha-Glucosidase Cleavage of Glycogen; AID 2100, 2009; recombinant GAA, glycogen substrate, Amplex Red glucose oxidase fluorescence; Lysosomal alpha-glucosidase (Homo sapiens), P10253; Potency, µM (highest dose often 76.4 µM), without a hit: top-dose activity change, negative = inhibition, most hits filed as inhibitors; hit rate 0.38% among 300,000;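 note: 0% = full enzyme reaction and -100% = no-enzyme basal signal; the screen sought inhibitors and activators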
#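 Recombinant enzyme (4 nM final) with compounds titrated up to 77 uM and bovine liver glycogen (30 ug) in citrate pH 5.0, 0.01% Tween-20, 37 C 40 min. Released glucose detected by Amplex Red/glucose oxidase (Ex 573/Em 610); AC50 from Hill fits.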
# TRb SRC2 PPI: qHTS for Inhibitors of the Interaction of Thyroid Hormone Receptor and Steroid Receptor Coregulator 2. Thyroid hormone receptor beta (Homo sapiens), P10828. TRbeta-SRC2 peptide binding, fluorescence polarization; receptor liganded with 1 µM T3. Potency, µM (doses to about 106 µM), for inactives: at the top dose activity change, negative = inhibition, hits mostly inhibitors. hit rate 0.065% among 280,000. AID 1469, 2008;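 note: plate controls were bound peptide for no effect and peptide without receptor for full effect; nearly all actives have a fitted effect of over 50% in size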
# Target sequence (P10828 whole entry, looked up): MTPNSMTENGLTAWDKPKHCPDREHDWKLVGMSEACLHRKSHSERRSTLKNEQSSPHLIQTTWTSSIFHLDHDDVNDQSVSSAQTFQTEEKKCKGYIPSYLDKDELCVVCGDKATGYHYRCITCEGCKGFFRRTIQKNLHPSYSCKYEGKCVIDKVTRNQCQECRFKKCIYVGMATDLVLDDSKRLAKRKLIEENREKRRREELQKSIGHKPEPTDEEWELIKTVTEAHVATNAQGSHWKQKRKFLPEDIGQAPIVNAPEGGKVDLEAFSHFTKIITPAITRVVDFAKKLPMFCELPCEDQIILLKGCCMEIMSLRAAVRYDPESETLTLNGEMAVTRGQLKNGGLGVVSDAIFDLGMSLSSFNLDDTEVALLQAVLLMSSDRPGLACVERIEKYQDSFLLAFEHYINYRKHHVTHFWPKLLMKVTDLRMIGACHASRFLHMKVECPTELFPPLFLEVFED
#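 A fluorescence polarization screen tested compounds at multiple concentrations against complex formation between 0.6 uM TRb ligand-binding domain and 20 nM Texas Red SRC2 peptide, with 1 uM T3 present; readout after 5 hr.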
# L3MBTL1 block: qHTS Assay for the Inhibitors of L3MBTL1. Potency, µM (highest dose often 57.1 µM), for inactives: at the top dose activity, negative = inhibition, actives largely listed as inhibitors. AlphaScreen L3MBTL1–H3K9me1 peptide binding. Lethal(3)malignant brain tumor-like protein 1 (Homo sapiens), Q9Y468. hit rate 0.66% among 230,000. AID 485360, 2010; note: nearly all actives have a fitted effect of over 60% in size
#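 Read-out is AlphaScreen signal from streptavidin donor and nickel chelate acceptor beads (10 ug/mL final each) bridging L3MBTL1 (50 nM) and biotinylated K9-monomethylated H3(1-15) peptide (75 nM), after 30 min compound exposure at room temperature.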
# RECQ1 helicase: qHTS Assay for Inhibitors of RecQ-Like Dna Helicase 1 (RECQ1). ATP-dependent DNA helicase Q1 (Homo sapiens), P46063. RECQ1 DNA unwinding, red fluorescence kinetic read. Potency, µM (top dose mostly 57.3 µM), for inactives: at the top dose activity, negative = inhibition, most hits filed as inhibitors. hit rate 0.54% among 240,000. AID 2549, 2010;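 note: plate controls were vehicle for no effect and no enzyme for full effect; nearly all actives have a fitted effect of over 30% in size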
#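 50 nM RECQ1T1 preincubated 15 min with compound in Tris pH 8.0 buffer with MgCl2, DTT, Tween-20 and 2.5 ug/ml poly(dI-dC); started with 200 nM TAMRA/BHQ-2 forked duplex and 2 mM ATP. Unwinding read as fluorescence (525/598 nm), two reads 2 h apart.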
# GAA spleen mod: qHTS Assay for Inhibitors and Activators of Human alpha-Glucosidase From Spleen Homogenate. Lysosomal alpha-glucosidase (Homo sapiens), P10253. human spleen homogenate, 4-MU-alpha-glucoside fluorescence. Potency, µM (top dose mostly 79.9 µM), without a hit: at the highest dose activity change, negative = inhibition, hits mostly inhibitors. hit rate 0.006% among 240,000;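 note: 0% = enzyme with vehicle and -100% = no enzyme basal signal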
#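 Human spleen homogenate (1 ug) with 4-methylumbelliferyl-alpha-D-glucopyranoside (1 mM final) in 50 mM citrate/phosphate pH 5.0, 0.01% Tween-20; 40 min at 37 C. Stopped at pH 10; 4-MU fluorescence Ex 365/Em 440 nm; AC50 by Hill fit.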
# GAA inhib: qHTS Assay for Inhibitors of Human alpha-Glucosidase as a Potential Chaperone Treatment of Pompe Disease | Lysosomal alpha-glucosidase (Homo sapiens), P10253 | purified human GAA, 4-MU-alpha-glucoside fluorescence | Potency, µM (highest dose often 76.9 µM), without a hit: at the highest dose activity change, negative = inhibition, usual class: inhibitors | hit rate 0.005% among 200,000 | AID 1466, 2008;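 note: plate controls were uninhibited enzyme wells for no effect and no-enzyme background for full effect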
#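 Endpoint fluorogenic read: 20 min room-temperature reaction of 4 nM human alpha-glucosidase with 400 uM 4-methylumbelliferyl-alpha-D-pyranoside, pH 5.0, quenched with 1M NaOH/1M glycine pH 10. AC50 from Hill modeling.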
# Active calls of the source: *; i = inactive; u = inconclusive; x = not tested or not shown; & = joins results of further samples; [ ] = remark or other dose. Unless noted, calls come from the whole dose curve; as a rule, active = well fitted curve in the direction sought with a large enough effect; inconclusive = small, poorly fitted or top-dose-only effect, or another doubt; inactive = no such curve, though single readings can be large; an effect the other way counts as inactive or inconclusive. Unless noted, % is set by controls: 0 for no effect and ±100 for the full control effect; potency is the fitted concentration of half-maximal effect. Some of the compounds tested; the hit share may differ from the screen's.
no.	SMILES	GoLoco inh red	TexasRed fluor	GAA glycogen	TRb SRC2 PPI
1	COc1ccc(COCC(O)CN2CCC(C(N)=O)CC2)cc1OC (stereo not drawn)	10%	-3%	-2%	-4%
2	Cc1ccc(CN2C(=O)CCSc3ccc(Cl)cc32)cc1	11%	3%	-14%	-5%
3	O=C(COC(=O)C12CC3CC(CC(C3)C1)C2)Nc1nc2c(F)c(F)c(F)cc2s1	9%	-3%	1%	2%
4	COc1cccc(C2=NC(C)(C)NC(c3ccccc3O)C2)c1 (stereo not drawn)	-10%	-2%	6%	-8%
5	CCOC(=O)/C(=N\Nc1ccccc1Cl)N1CCN(C)CC1	6%	0%	u	-7%
6	Cc1cc(C(=O)OCC(=O)N2CC(=O)Nc3ccccc32)no1	2%	0%	5%	-2%
7	O=c1[nH]c(CSc2nnc3ccccn23)nc2cc(C(F)(F)F)ccc12	23%	0%	9%	7%
8	COc1ccc(NC(=O)CCc2nc(-c3ccc(C)cc3)no2)c(OC)c1	-9%	-3%	1%	-8%
9	NC(=O)C1CC(=O)N(c2ccc(OCC(=O)Nc3cccc(C(F)(F)F)c3)cc2)C1 (stereo not drawn)	-3%	3%	9%	6%
10	Nc1nc(C2CCCN2S(=O)(=O)c2ccc(Cl)cc2)cs1 (stereo not drawn)	1%	-3%	-2%	1%
11	CC(C)c1ccc(C(CC(=O)c2ccc(Cl)cc2)C(=O)O)cc1 (stereo not drawn)	-9%	-2%	6%	-10%
12	Cc1sc2nc(-c3ccccn3)[nH]c(=O)c2c1-c1ccccc1	-4%	-2%	18%	4%
13	Cc1cc(NC(=O)c2cc(-c3ccc4c(c3)OCO4)on2)n(-c2ccccc2)n1	68%[activator]	1%	2%	4%
14	Cc1cc(C(F)(F)F)nc(-n2cc(-c3cccc(N)c3)nn2)n1	-1%	-6%	3%	-6%
15	COc1ccc(CN2CCC(C(=O)N3CCCC(C)C3)CC2)cc1OC (stereo not drawn)	6%	-5%	5%	0%

no.	L3MBTL1 block	RECQ1 helicase	GAA spleen mod	GAA inhib
1	-16%	-3%	x	-9%
2	12%	-11%	-2%	-38%
3	6%	-7%	-1%	7%
4	-9%	-15%	-12%	1%
5	-11%	-2%	-16%	-1%
6	3%	i	-4%	-4%
7	0%	i	-5%	-4%
8	-16%	-6%	-3%	-10%
9	x	-2%	4%	0%
10	x	-1%	-11%	4%
11	-3%	-4%	-16%	2%
12	-32%	-5%	6%	0%
13	-3%	-7%	-3%	2%
14	5%	-18%	1%	x
15	1%	5%	-4%	12%

# Further compounds follow:
no.	SMILES	GoLoco inh red	TexasRed fluor	GAA glycogen	TRb SRC2 PPI
16	CCCN(CCC)S(=O)(=O)c1ccc(C(=O)N2CCOCC2)cc1	-9%	0%	9%	-5%
17	CCOC(=O)N/N=C1/C[C@@H](O)[C@@H](O)[C@@H]2[C@@H]3C(=O)N(C[C@@H]4CCCO4)C(=O)[C@H]3CC[C@H]12	x	-1%[11.2 µM]	x	-7%[11.2 µM]
18	CCc1ccc(/C(C)=N\Nc2ccc([N+](=O)[O-])cc2)cc1	26%	2%	0%	-1%
19	Cc1nn(CC(=O)O)c(=O)c2ccccc12	-7%	0%	6%	-1%
20	CN(c1ccccc1)S(=O)(=O)c1cccc(C(=O)Nc2nccs2)c1	12%	-1%	9%	-5%
21	Cc1cccn2c(=O)c3cc(C#N)c(=N)n(Cc4ccncc4)c3nc12	-4%	-11%	1%	-2%
22	CC(=O)Oc1ccc(C(=O)Nc2ccc3c(c2)C(=O)N(CCC(=O)O)C3=O)cc1	4%	-4%	-6%	-3%
23	CC(C)C(OC(=O)c1ccccc1)c1nccc2ccccc12 (stereo not drawn)	-1%	-1%	-5%	-9%
24	Cn1cnnc1SCC(=O)Nc1ccccc1Sc1ccccc1	-9%	0%	16%	-8%
25	Cc1[nH]n(-c2ccccc2)c(=O)c1/C=N/N1C(=O)c2ccc3c4c(ccc(c24)C1=O)CC3	14%	-1%	-3%	-4%
26	COc1ccc(C2SCC(C(=O)O)N2C(C)=O)cc1OC (stereo not drawn)	-2%	2%	-18%	-16%
27	Cc1cccn2c(=O)c(/C=C3\SC(=S)NC3=O)c(NCCCN3CCOCC3)nc12	203%[activator]	-6%	-6%	-1%
28	CCOc1ccc(/C=C2\SC(=S)N(CCC(=O)O)C2=O)cc1	0%	-4%	4%	3%
29	O=C(Nc1sc2c(c1C(=O)O)CCCCC2)c1ccccc1F	8%	-4%	-4%	1%
30	Cc1ccc(C(c2sc3nc(C)nn3c2O)N2CCOCC2)cc1 (stereo not drawn)	-1%	3%	7%	3%

no.	L3MBTL1 block	RECQ1 helicase	GAA spleen mod	GAA inhib
16	x	-12%	0%	4%
17	x	13%[11.5 µM]	0%[17.4 µM]	x
18	-2%	i	-9%	7%
19	x	-7%	-2%	-1%
20	-24%	-3%	2%	-9%
21	-5%	0%	7%	6%
22	x	-14%	2%	0%
23	x	-15%	2%	x
24	-4%	i	6%	-7%
25	2%	-1%	2%	2%
26	x	0%	-8%	-6%
27	-4%	-3%	0%	-10%
28	5%	0%	-2%	x
29	0%	-9%	7%	3%
30	7%	i	4%	-11%

# Sorted by molecular weight (high to low): part of the list above.
no.	SMILES	GoLoco inh red	TexasRed fluor	GAA glycogen	TRb SRC2 PPI
17	CCOC(=O)N/N=C1/C[C@@H](O)[C@@H](O)[C@@H]2[C@@H]3C(=O)N(C[C@@H]4CCCO4)C(=O)[C@H]3CC[C@H]12	x	-1%[11.2 µM]	x	-7%[11.2 µM]
22	CC(=O)Oc1ccc(C(=O)Nc2ccc3c(c2)C(=O)N(CCC(=O)O)C3=O)cc1	4%	-4%	-6%	-3%
30	Cc1ccc(C(c2sc3nc(C)nn3c2O)N2CCOCC2)cc1 (stereo not drawn)	-1%	3%	7%	3%

no.	L3MBTL1 block	RECQ1 helicase	GAA spleen mod	GAA inhib
17	x	13%[11.5 µM]	0%[17.4 µM]	x
22	x	-14%	2%	0%
30	7%	i	4%	-11%

# Seven records drawn at random from those above:
no.	SMILES	GoLoco inh red	TexasRed fluor	GAA glycogen	TRb SRC2 PPI
29	O=C(Nc1sc2c(c1C(=O)O)CCCCC2)c1ccccc1F	8%	-4%	-4%	1%
24	Cn1cnnc1SCC(=O)Nc1ccccc1Sc1ccccc1	-9%	0%	16%	-8%
22	CC(=O)Oc1ccc(C(=O)Nc2ccc3c(c2)C(=O)N(CCC(=O)O)C3=O)cc1	4%	-4%	-6%	-3%
30	Cc1ccc(C(c2sc3nc(C)nn3c2O)N2CCOCC2)cc1 (stereo not drawn)	-1%	3%	7%	3%
20	CN(c1ccccc1)S(=O)(=O)c1cccc(C(=O)Nc2nccs2)c1	12%	-1%	9%	-5%
25	Cc1[nH]n(-c2ccccc2)c(=O)c1/C=N/N1C(=O)c2ccc3c4c(ccc(c24)C1=O)CC3	14%	-1%	-3%	-4%
21	Cc1cccn2c(=O)c3cc(C#N)c(=N)n(Cc4ccncc4)c3nc12	-4%	-11%	1%	-2%

no.	L3MBTL1 block	RECQ1 helicase	GAA spleen mod	GAA inhib
29	0%	-9%	7%	3%
24	-4%	i	6%	-7%
22	x	-14%	2%	0%
30	7%	i	4%	-11%
20	-24%	-3%	2%	-9%
25	2%	-1%	2%	2%
21	-5%	0%	7%	6%

# More structures follow:
no.	SMILES	GoLoco inh red	TexasRed fluor	GAA glycogen	TRb SRC2 PPI
31	Cc1ccc2[nH]c(=O)c(C(c3nnnn3CC3CCCO3)N3CCc4ccccc4C3)cc2c1 (stereo not drawn)	-1%	-1%	1%	-4%
32	CC(C)=CCC/C(C)=C/CC/C(C)=C/CO	-2%&2%&6%	0%[201 µM]	x	6%[201 µM]
33	O=C(COC(=O)c1ccccc1C(=O)c1ccc(Cl)c([N+](=O)[O-])c1)NC1CC1	9%	-2%	-1%	1%
34	Cc1c(Cl)c([N+](=O)[O-])nn1CC(=O)Nc1c(C)n(C)n(-c2ccccc2)c1=O	7%	2%	0%	-8%
35	Cc1cc(OC(=O)CNC(=O)OC(C)(C)C)c2c(C)cc(=O)oc2c1	-12%	-2%	0%	6%
36	O=c1[nH]c(-c2ccccc2)nnc1-c1ccccc1	3%	-3%	-5%	-2%
37	CCCc1n(CC(O)COCc2ccccc2)c2ccccc2[n+]1C (stereo not drawn)	-12%	0%	7%	6%
38	Cc1ccsc1-c1nc(C(N)=O)c2[nH]c(=O)n(-c3ccc(Cl)cc3)c2n1	22%	-2%	1%	-1%
39	CCOC(=O)c1ccc(NC(=O)C2CCN(C(=O)c3ccc(OC)c(OC)c3)CC2)cc1	0%	-2%	-2%	-3%
40	NC(=O)CSc1nnc(Cn2c(=O)sc3ccccc32)n1-c1ccccc1	1%	-4%	0%	5%

no.	L3MBTL1 block	RECQ1 helicase	GAA spleen mod	GAA inhib
31	x	22%	-20%	-6%
32	x	17%&-8%&-13%	2%&5%&-1%	x
33	-25%	-11%	5%	0%
34	-7%	-9%	-4%	u
35	2%	-7%	-2%	-5%
36	4%	17%	-4%	-13%
37	-2%	-13%	-5%	11%
38	-1%	3%	6%	9%
39	9%	-3%	2%	3%
40	6%	-1%	-13%	1%
